Screens (PubChem)
PP5 primary: PP5 phosphatase inhibitors, primary screen, biochemical, fluorescence; purified PP5c, OMFP substrate fluorescence; AID 1987, 2009; 320,000 compounds, 0.18% hits; inhibition, % at 6.7 µM;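 active = inhibition above the campaign's mean inhibition across all tested compounds plus 3 SD, cut at about 9.5% in these data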;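 also: 0% = DMSO only and 100% = 100 µM cantharidin control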
Target sequence (P53041 whole entry, looked up): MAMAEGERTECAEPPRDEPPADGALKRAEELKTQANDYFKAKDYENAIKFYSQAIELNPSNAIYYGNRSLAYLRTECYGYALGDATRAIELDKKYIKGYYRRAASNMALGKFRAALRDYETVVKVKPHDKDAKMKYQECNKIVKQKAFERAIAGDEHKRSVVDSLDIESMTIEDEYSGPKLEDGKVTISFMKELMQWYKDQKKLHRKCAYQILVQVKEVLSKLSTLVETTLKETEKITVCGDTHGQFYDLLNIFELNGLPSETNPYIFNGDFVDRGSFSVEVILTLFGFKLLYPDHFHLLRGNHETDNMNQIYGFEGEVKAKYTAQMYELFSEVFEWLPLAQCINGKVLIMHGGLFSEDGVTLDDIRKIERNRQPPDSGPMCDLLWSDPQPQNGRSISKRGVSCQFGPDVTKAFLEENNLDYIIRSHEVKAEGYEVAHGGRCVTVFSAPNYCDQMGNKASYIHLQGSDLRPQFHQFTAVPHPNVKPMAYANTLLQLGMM
TPT1 inh: Candida albicans TPT1 enzyme inhibitors, primary screen, biochemical, fluorescence polarization; recombinant caTPT1, FP RNA substrate dephosphorylation; inhibition, % at 5 µM; 300,000 compounds, 0.81% hits;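 active = inhibition above the mean of all tested compounds plus 3 SD, set per screening campaign, cut at about 24% in these data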;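 also: plate controls were DMSO alone for no effect and ferristatin control at 100 nM for full effect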
JMJD2C inh: inhibitors of GASC-1 histone demethylase, primary screen, biochemical, fluorescence, DELFIA europium; Lysine-specific demethylase 4C (Homo sapiens), Q9H3R0; GST-JMJD2C(1-420) H3K9me3 demethylation; inhibition, % at 2.35 µM; 330,000 compounds, 0.069% hits;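 active = more than half of a compound's replicate wells show inhibition beyond 50%, single wells judged on their own value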;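 also: signal counts dimethyl H3K9 product captured on neutravidin plate; 0% = median of DMSO wells and 100% = 0.3 times that DMSO median; strong numbers were not always called active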
Fh CTSL1 inh: Fasciola hepatica cathepsin L1 inhibitors, primary screen, counter-screen for PFM18AAP inhibitor project, biochemical, QFRET, fluorogenic peptide substrate; AID 1906, 2009; recombinant F. hepatica cathepsin L1, Z-Leu-Arg-MCA fluorescence; inhibition, % at 5.96 µM; 300,000 compounds, 0.49% hits;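 active = inhibition above the mean of all tested compounds plus 3 SD, set per screening campaign, cut at about 17% in these data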;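 also: 0% = plate median of test compound wells and 100% = 1 µM Z-Phe-Ala-diazomethylketone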
EBNA-1 inhibitor: EBNA-1 DNA-binding inhibitors, primary screen, biochemical, fluorescence polarization | inhibition, % at 14.8 µM | 300,000 compounds, 0.34% hits; in the data active = inhibition above about 28%
CR mimetic SO: reduction of superoxide in aged yeast, primary screen, HTS; S. cerevisiae aged cells, superoxide DHE fluorescence; stronger effect = lower value; superoxide response (% of plate mean), % at 10 µM; AID 2690, 2010; 330,000 compounds, 0.18% hits;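 active = superoxide response under a set limit, about three screen SD below normal, cut at about 65% in these data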;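 also: yeast aged for seven days with compound at 30 °C before DHE staining; 100% = average MFI of all compound-treated wells on the plate with controls excluded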
HCV core dimer: inhibitors of HCV core protein dimerization, primary screen, biochemical, TR-FRET, high-throughput; TR-FRET GST/Flag-core106 dimerization, 1536-well; inhibition, % at 5 µM; 300,000 compounds, 0.33% hits;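 active = inhibition above the mean of all tested compounds plus 3 SD, set per screening campaign, cut at about 45% in these data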
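Assay system: Tagged HCV core106 pair (GST and Flag) | Buffer or medium: KF-containing HEPES buffer, pH 7.45, DTT, CHAPS, BSA | Also added: Eu donor and XL665 acceptor anti-tag antibodies | Dosing: One concentration, 5 µM, in 0.5% DMSO | Timing: 4 h at 22.5 °C | Technique: TR-FRET 671 and 617 nm emission | Repeats: Singlicate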
ZTA DNA inh: blocks Epstein-Barr virus ZTA, an EBNA-1 counter-screen. P03206. ZTA-DNA binding, fluorescence polarization. inhibition, % at 11 µM. 320,000 compounds, 0.15% hits; in the data active = inhibition above about 33%
Target sequence (P03206 whole entry, looked up): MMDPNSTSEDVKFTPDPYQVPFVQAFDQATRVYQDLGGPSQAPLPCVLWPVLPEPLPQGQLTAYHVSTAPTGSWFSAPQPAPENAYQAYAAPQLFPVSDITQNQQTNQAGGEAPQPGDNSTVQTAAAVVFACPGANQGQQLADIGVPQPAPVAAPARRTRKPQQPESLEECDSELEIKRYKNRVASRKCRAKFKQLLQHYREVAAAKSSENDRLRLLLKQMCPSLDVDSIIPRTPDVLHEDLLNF
PP1 inh: PP1-alpha phosphatase inhibitors, primary screen, counter-screen for PP5 inhibitor project, biochemical, fluorescence, OMFP substrate, single point. Serine/threonine-protein phosphatase PP1-alpha catalytic subunit (Homo sapiens), P62136. inhibition, % at 6.7 µM. 320,000 compounds, 0.9% hits. purified PP1alpha;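 active = inhibition above the mean inhibition of all tested compounds plus 3 SD, computed separately for each screening campaign, cut at about 15% in these data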
Target sequence (P62136 whole entry, looked up): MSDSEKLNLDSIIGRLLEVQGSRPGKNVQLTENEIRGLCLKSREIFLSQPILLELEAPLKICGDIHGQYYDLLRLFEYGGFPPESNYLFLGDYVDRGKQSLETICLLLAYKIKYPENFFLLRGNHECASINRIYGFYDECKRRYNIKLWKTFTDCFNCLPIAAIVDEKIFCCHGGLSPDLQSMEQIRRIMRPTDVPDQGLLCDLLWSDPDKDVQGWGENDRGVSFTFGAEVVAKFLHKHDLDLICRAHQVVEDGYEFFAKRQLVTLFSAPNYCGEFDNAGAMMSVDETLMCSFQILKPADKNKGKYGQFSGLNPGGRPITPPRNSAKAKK
* hit, by the source's call; · = no result given.

SMILES | PP5 primary | TPT1 inh | JMJD2C inh | Fh CTSL1 inh | EBNA-1 inhibitor | CR mimetic SO | HCV core dimer | ZTA DNA inh | PP1 inh
Cc1cc(=O)oc2cc(OCC(=O)N3CC(C)OC(C)C3)ccc12 (centres undefined) | -0.8 | 0 | -11 | 2 | 6 | 104 | 1 | 6 | -4
CCOCCCn1c(=S)[nH]c2cc(C(=O)NCC(OC)OC)ccc2c1=O | -1.9 | 0 | 1 | 4 | 10 | 84 | -1 | -11 | -6
Cc1cc(C(=O)Nc2ccc3c(c2)OCCO3)co1 | 1.0 | 0 | 2 | 1 | 12 | 89 | -2 | -3 | 7
S=c1[nH]nc(COc2ccccc2)n1C1CCCCC1 | 0.7 | 0 | 2 | 2 | -9 | 98 | -5 | 3 | 0
COc1ccc(CCNc2nc(C)c(C(C)=O)s2)cc1OC | 3.5 | -2 | 16 | 0 | 1 | 97 | 7 | 2 | -1
O=C(OCc1ccc(Br)cc1)c1cccc(-c2nnc(-c3ccccc3)o2)c1 | -2.6 | -1 | 3 | -1 | 6 | 83 | 2 | -1 | 0
COc1ccc(-c2ccc3sc4ccccc4c(=O)c3c2)cn1 | 0.9 | -2 | 8 | -2 | 4 | 88 | -13 | -14 | 1
CCn1c(C2CCN(Cc3ccccc3)CC2)n[nH]c1=S | -1.3 | 0 | 4 | 1 | -7 | 80 | -2 | -11 | -3
CSc1ccccc1NC(=O)CN(C)CC(=O)Nc1ccccc1N1CCOCC1 | -2.2 | -1 | 2 | -1 | 3 | 111 | 2 | 12 | -4
Cc1nc(NCCCO)c(C#N)c2c1COC(C)(C)C2 | 0.2 | -3 | 8 | -3 | 14 | 93 | 0 | -11 | -4
CC(CCO)Nc1nc2c([nH]1)c(=O)n(C)c(=O)n2C (centres undefined) | -1.2 | 1 | 5 | -1 | -17 | 113 | -12 | -4 | -3
CCCCCOc1ccc(CSc2n[nH]c(C)n2)cc1 | 5.0 | -3 | 5 | 1 | -2 | 74 | -3 | 7 | 6
COc1cc(CNCCc2ccccc2F)ccc1OCc1ccc(Cl)nc1 | 3.7 | 2 | 14 | -3 | -11 | 100 | -4 | 12 | -2
CCC(=O)c1ccc(OCc2ccc(C(=O)c3ccccc3)cc2)cc1 | 1.5 | -2 | -11 | 8 | 7 | 97 | 3 | 3 | 5
COc1ccc(N(CC(=O)NCCc2ccccc2)C(=O)c2csnn2)cc1 | 3.0 | 6 | 0 | 0 | -24 | 109 | 2 | -5 | 2
CCN(C1CCS(=O)(=O)C1)S(=O)(=O)c1ccc2ccccc2c1 (centres undefined) | 1.1 | -3 | -5 | -2 | -3 | 95 | -3 | -6 | -7
COc1ccc(CN2C(=O)NC3(CCCc4ccccc43)C2=O)cc1F (centres undefined) | 1.6 | -2 | -5 | 2 | 6 | 107 | 3 | -6 | -2
CCN(C(=O)Cc1ccc(NC2=NC3CS(=O)(=O)CC3S2)cc1)c1ccccc1 (centres undefined) | 2.8 | -1 | 15 | -4 | 3 | 112 | -37 | 3 | 4
Cc1ccc(CCN2CC(C(=O)NCc3ccco3)CC2=O)cc1 (centres undefined) | 2.1 | 1 | -17 | 8 | -17 | 107 | 1 | -25 | 8
S=C(NCC1CCCO1)Nc1ccccc1Cl (centres undefined) | -0.3 | 1 | -9 | -1 | -2 | 101 | -6 | -4 | -1

Part of the list above, with two lines to a compound.
Value order: PP5 primary | TPT1 inh | JMJD2C inh | Fh CTSL1 inh | EBNA-1 inhibitor | CR mimetic SO | HCV core dimer | ZTA DNA inh | PP1 inh
- Cc1cc(C(=O)Nc2ccc3c(c2)OCCO3)co1
    1.0 | 0 | 2 | 1 | 12 | 89 | -2 | -3 | 7
- S=c1[nH]nc(COc2ccccc2)n1C1CCCCC1
    0.7 | 0 | 2 | 2 | -9 | 98 | -5 | 3 | 0

(listing goes on)
SMILES | PP5 primary | TPT1 inh | JMJD2C inh | Fh CTSL1 inh | EBNA-1 inhibitor | CR mimetic SO | HCV core dimer | ZTA DNA inh | PP1 inh
CCC(C)[C@H](NC(=O)NCc1ccccc1)C(=O)O (some centres undefined) | 1.0 | 0 | 4 | -5 | -1 | 112 | 3 | 3 | -1
COCCNC(=O)CCn1nc(-c2ccc(C)cc2)c2ccccc2c1=O | 3.6 | -5 | 4 | 4 | -6 | 110 | -15 | -22 | 3
O=C(CSc1ccccc1C(=O)O)NC12CC3CC(CC(C3)C1)C2 | -0.3 | 0 | · | 1 | -3 | 135 | -1 | 10 | 2
CCOc1ccc2[nH]c3c(N4CCC5(CC4)OCCO5)ncnc3c2c1 | 3.7 | 6 | 0 | 1 | -2 | 106 | -4 | 12 | -2
O=C1CCCc2nc(N3CCc4ccccc43)ncc21 | -2.9 | 1 | 6 | 2 | -1 | 116 | 5 | 14 | 0
COC1=C/C(=C/c2c(N)n3nc(CC(=O)N4CCCCC4)sc3nc2=O)C=CC1=O | -1.9 | 8 | 4 | 4 | -18 | 87 | -16 | 1 | -1
CCOC(=O)C1=C(CNCCc2ccc(Cl)cc2)NC(=O)NC1c1cccc([N+](=O)[O-])c1 (centres undefined) | 2.0 | 1 | -1 | -1 | -8 | 94 | 5 | -1 | 1
Nc1nc2ccccc2n1C(=O)c1ccccc1 | 1.2 | -5 | 2 | -1 | -3 | 83 | 3 | 5 | -2
Cc1ccc(-n2nnc3c(=O)n(Cc4cccc(C)c4)cnc32)cc1 | 2.7 | 2 | -8 | -5 | 8 | 102 | 22 | -6 | 5
CC(C)c1nnc(NC(=O)Cc2ccc(Br)cc2)s1 | -0.6 | -1 | 2 | -1 | 5 | 108 | -7 | -14 | 0
O/N=C/c1cc(Br)ccc1OCc1ccccc1F | 1.4 | -5 | 5 | 2 | 1 | 95 | -2 | -9 | 2
COc1cc(OC)cc(C(=O)Nc2cccc3ccccc23)c1 | 0.3 | 0 | 3 | 3 | -1 | 100 | -7 | -18 | 1
CC1=C(C(=O)NC2CCCC(C)C2C)C2(CCCCC2)OC1=O (centres undefined) | -0.3 | -1 | 2 | 0 | 3 | 96 | -3 | 12 | -3
COc1ccc(NC2CCCN(C(=O)c3c(C)noc3C)C2)cc1 (centres undefined) | -0.9 | -4 | -17 | 0 | 3 | 99 | 11 | 28 | -1
COc1ccc(NC(=O)c2cc(C(=O)Nc3ccc(OC)cc3OC)cc([N+](=O)[O-])c2)c(OC)c1 | -0.8 | 2 | 3 | 0 | 9 | 103 | 8 | 10 | -3
O=C(Nc1ccccc1F)C(c1ccccc1)c1ccccc1 | -0.2 | -1 | 5 | 1 | -5 | 99 | 3 | -8 | 2
Cn1nc(-c2ccccc2)c(C(O)c2ccc(Cl)cc2)c1Cl (centres undefined) | 4.9 | 1 | 1 | -4 | 3 | 117 | -7 | -3 | -14
CCn1c(=O)c(C(=O)NCCNCCO)c(O)c2ccccc21 | -0.8 | -2 | 6 | 3 | -3 | 112 | 0 | 14 | -3
C=CCn1c(C)c(C(C)=O)c(N2CCCC2)nc1=S | -0.2 | -1 | 9 | 7 | 1 | 82 | -6 | -3 | 0
O=C(Cc1ccccc1F)Nc1cccc2cccnc12 | 0.9 | -1 | 0 | -2 | 2 | 83 | 2 | -6 | 2

Arranged by heavy-atom count (descending): some entries from above.
SMILES | PP5 primary | TPT1 inh | JMJD2C inh | Fh CTSL1 inh | EBNA-1 inhibitor | CR mimetic SO | HCV core dimer | ZTA DNA inh | PP1 inh
CCOC(=O)C1=C(CNCCc2ccc(Cl)cc2)NC(=O)NC1c1cccc([N+](=O)[O-])c1 (centres undefined) | 2.0 | 1 | -1 | -1 | -8 | 94 | 5 | -1 | 1
COc1ccc(NC2CCCN(C(=O)c3c(C)noc3C)C2)cc1 (centres undefined) | -0.9 | -4 | -17 | 0 | 3 | 99 | 11 | 28 | -1
O=C1CCCc2nc(N3CCc4ccccc43)ncc21 | -2.9 | 1 | 6 | 2 | -1 | 116 | 5 | 14 | 0
CC(C)c1nnc(NC(=O)Cc2ccc(Br)cc2)s1 | -0.6 | -1 | 2 | -1 | 5 | 108 | -7 | -14 | 0

Next part.
SMILES | PP5 primary | TPT1 inh | JMJD2C inh | Fh CTSL1 inh | EBNA-1 inhibitor | CR mimetic SO | HCV core dimer | ZTA DNA inh | PP1 inh
O=C(c1cc(-c2cccnc2)nc2ccc(Cl)cc12)N1CCN(S(=O)(=O)c2cccs2)CC1 | 2.5 | 0 | -1 | 2 | 8 | 98 | 7 | -1 | 0
CCCCCNC(=O)c1cn(CC)c2cc(N3CCN(C)CC3)c(F)cc2c1=O | -1.4 | 3 | -10 | 4 | -8 | 102 | -10 | -19 | 3
O=C(c1ccccc1)c1ccc2nc(-c3ccco3)c(-c3ccco3)nc2c1 | -1.7 | 14 | 1 | 3 | 1 | 86 | 47* | 4 | 6
Cc1ccccc1N1CCN(CCCOc2ccc3c(C)cc(=O)oc3c2)CC1 | 2.2 | 0 | 8 | 11 | 1 | 108 | 5 | 6 | -1
COC(=O)c1sccc1S(=O)(=O)Nc1ccc(S(N)(=O)=O)cc1 | -2.8 | 1 | -5 | -1 | -1 | 99 | 4 | -4 | -6
COc1ccc(-c2noc(N3CCC(C(=O)N(C)c4ccccc4)CC3)n2)cc1 | 0.4 | -1 | -25 | -2 | -1 | 85 | 18 | -9 | 0
O=C(Nc1ccc(NC(=O)c2cc([N+](=O)[O-])ccc2N2CCOCC2)cc1)c1cccs1 | 0.3 | 4 | -3 | -2 | 1 | 103 | -3 | 0 | -5
O=C1CCC(=O)N1c1ccc(CSc2nnnn2C2CCCCC2)cc1 | 1.9 | -1 | 19 | -1 | 4 | 105 | 1 | -1 | -4
Cc1ccc(NC(=O)OCCN2CCN(Cc3ccccc3)CCC2=O)cc1 | 5.5 | -1 | -18 | -3 | -6 | 110 | -8 | 1 | -1
COc1cc2c(cc1OC)C(c1ccc(C(F)(F)F)cc1)CC(=O)N2 (centres undefined) | -1.8 | 0 | -5 | 10 | 6 | 101 | 10 | -2 | 1
CCN1CCN(S(=O)(=O)c2ccc(OC)c3ccccc23)CC1 | -1.6 | 1 | 0 | -2 | 9 | 101 | 8 | -5 | 3
O=c1c2ccccc2c(C=Nc2cccc(S(=O)(=O)NC3=NCCCCC3)c2)c(O)n1Cc1ccccc1 | -1.2 | -2 | 5 | 1 | 13 | 84 | 17 | -9 | 19*
Cc1cc(NC(=O)CSc2nc(=O)cc(N)n2-c2ccc(F)cc2)no1 | 2.0 | 0 | -1 | -1 | 10 | 103 | -1 | -5 | 1
CC(C)(C)c1cc2cccnc2n1Cc1ccccc1 | 2.7 | -3 | -28 | -2 | -5 | 93 | -4 | 5 | -3
O=C(CCc1ccccc1)N=C1SC2CS(=O)(=O)CC2N1c1cccc(F)c1 (centres undefined) | -0.5 | -5 | 13 | 2 | -6 | 87 | -4 | -12 | -3
Cc1ccccc1CN1CCN(CC(=O)NCc2ccco2)C1=O | 1.3 | 0 | 1 | -1 | -1 | 102 | -5 | -17 | -6
Cc1ccc(CN2C(=O)CCC2(C)C(=O)NCc2cccnc2)cc1 (centres undefined) | 1.8 | -1 | 11 | -2 | -2 | 95 | -4 | 7 | -5
COc1ccc(/C(=N\O)c2nccc3cc(OC)c(OC)cc23)cc1OC | -0.7 | 0 | -23 | 0 | 4 | 107 | -5 | -8 | -1
